PAFAH1B2 inh: PAFAH1B2 (human) inhibition; hit rate 1.2% among 340,000; recombinant PAFAH1B2, FP-rhodamine activity probe, fluorescence polarization; P68402; inhibition, % at 3.39 µM;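 active means inhibition above the mean of all tested compounds plus 3 SD, cut at about 24% in these data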;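 further: 0% = enzyme with DMSO and 100% = wells lacking PAFAH1B2; many of its hits are not listed in these tables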
Target sequence (P68402 whole entry, looked up): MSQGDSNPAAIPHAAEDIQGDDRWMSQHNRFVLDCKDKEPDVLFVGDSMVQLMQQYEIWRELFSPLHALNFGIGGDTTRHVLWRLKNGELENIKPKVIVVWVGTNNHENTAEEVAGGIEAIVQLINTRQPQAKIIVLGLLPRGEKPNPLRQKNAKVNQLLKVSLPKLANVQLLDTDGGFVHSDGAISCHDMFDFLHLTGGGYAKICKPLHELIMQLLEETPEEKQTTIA
Numbers without * were called inactive.

For N=c1nc2n(cc1F)C1OC(CO)C(O)C1O2 (centres undefined) the results were PAFAH1B2 inh 0.9.
For COc1ccc(S(=O)(=O)N2CCN(C(=O)Cc3ccsc3)CC2)cc1 the results were PAFAH1B2 inh 2.3.
COc1cc2c(cc1NC(=O)C(F)(F)F)-c1ccc(NC(=O)C(F)(F)F)cc1C2 was read as PAFAH1B2 inh 5.2.
`Nc1nc(N)c(Br)c(Nc2ccc(Cl)c(Cl)c2)n1` gave PAFAH1B2 inh 6.1.
`O=C(NCc1ccccc1)c1ccc(NC(=O)C2CC2)cc1` gave PAFAH1B2 inh 3.8.
`O=C(CN1C(=O)c2ccccc2C1=O)NCC(=O)Nc1ccccc1` gave PAFAH1B2 inh -1.1.
O=C(O)c1ccc(C=NNC(=O)c2cccc3ccccc23)cc1 was read as PAFAH1B2 inh 1.5.
COc1ccc(NC(=O)COC(=O)c2ccc(S(=O)(=O)N(C)c3ccccc3OC)cc2)cc1 was read as PAFAH1B2 inh 3.0.
`CC(C)C(Cl)=NOC(=O)Nc1ccc(S(N)(=O)=O)cc1` gave PAFAH1B2 inh 7.8.
`C=C1CC2(OC1=O)c1ccccc1CCc1ccccc12` gave PAFAH1B2 inh -1.0.
Screening CN1CCN(S(=O)(=O)c2cccc(C#N)c2)C(c2ccccc2)C1 (centres undefined) returned PAFAH1B2 inh 0.6.
`CC(Sc1nnc(CN2CCCC2)n1Cc1ccccc1)C(=O)Nc1ccc(F)cc1Cl` (centres undefined) gave PAFAH1B2 inh 5.0.
For O=C(c1ccco1)N1CCN(C(=O)c2cn(-c3ccccc3)nc2-c2ccc(F)cc2)CC1 the results were PAFAH1B2 inh 4.5.
Screening ON=C1CCCC2CCCCC12 (centres undefined) returned PAFAH1B2 inh 12.4.
`Cc1cccc(C(O)C(O)c2cccc(C)n2)n1` (centres undefined) gave PAFAH1B2 inh 5.9.
For COc1cc(C=O)ccc1OCc1cn(CC(=O)c2ccc(O)cc2)nn1 the results were PAFAH1B2 inh 3.4.
CN(CC(=O)NC(=O)Nc1ccccc1F)Cc1ccccc1 was read as PAFAH1B2 inh 2.8.
Screening Cc1cc2c(cc1C)NC1(C[C@H]3CCC(=O)N4CC[C@@H](C1)[C@@H]34)C(=NC(C)(C)CC(C)(C)C)N2 (some centres undefined) returned PAFAH1B2 inh 3.2.
Cc1ccc(SCC(=O)N2CCN(c3ccc(F)cc3)CC2)cc1 was read as PAFAH1B2 inh 13.1.
COc1ccccc1-c1nnc(SC(C)C(=O)NCC2CCCO2)n1C (centres undefined) was read as PAFAH1B2 inh 1.8.
`CCCCC1(CC)SCC(=O)NC1=O` (centres undefined) gave PAFAH1B2 inh -0.1.
For O=C1C(O)=CC(=C(c2ccccc2)c2ccccc2)c2ccccc21 the results were PAFAH1B2 inh 6.6.
O=[N+]([O-])c1ccc(NCCNc2ccc([N+](=O)[O-])cc2)cc1 was read as PAFAH1B2 inh 6.0.
Screening Clc1ccc(Cc2ccccn2)cc1 returned PAFAH1B2 inh 4.0.

Copied from the listing (three entries):
For O=C(c1ccco1)N1CCN(C(=O)c2cn(-c3ccccc3)nc2-c2ccc(F)cc2)CC1 the results were PAFAH1B2 inh 4.5.
Screening ON=C1CCCC2CCCCC12 (centres undefined) returned PAFAH1B2 inh 12.4.
`Cc1cccc(C(O)C(O)c2cccc(C)n2)n1` (centres undefined) gave PAFAH1B2 inh 5.9.

Next section:
Screening Cc1ccc2c(c1)N(CC(=O)Nc1nccs1)C(=O)CO2 returned PAFAH1B2 inh -2.3.
Screening O=C(O)c1ccccc1-c1ccccc1C(=O)Nc1ccc2c(c1)C(=O)c1ccccc1-2 returned PAFAH1B2 inh 3.3.
Screening Cc1cccc(C(=O)NC2CCN(S(=O)(=O)c3cccc(F)c3)CC2)c1 returned PAFAH1B2 inh 0.9.
Screening Nc1cccc(N=[N+]([O-])c2cccc(N)c2)c1 returned PAFAH1B2 inh 5.6.
CN(CCOc1ccc(Cl)cc1)C(=O)c1cccc(S(=O)(=O)N2CCN(c3ccccc3)CC2)c1 was read as PAFAH1B2 inh 4.3.
COc1ccc(S(=O)(=O)N2CCCCC2)cc1NC(=O)Cc1ccc(Br)cc1 was read as PAFAH1B2 inh 14.9.
CN1CCN(CC(O)COc2ccc(C34CC5CC(CC(C5)C3)C4)cc2)CC1 (centres undefined) was read as PAFAH1B2 inh 15.1.
`COc1cc(OC)cc(C(=O)OCC(=O)Nc2nnc(-c3ccccc3)o2)c1` gave PAFAH1B2 inh 13.3.
Cn1c(=O)c2[nH]c(=O)[nH]c2n(C)c1=O was read as PAFAH1B2 inh 1.3.
`Cc1cc(C)n2nc(C(=O)OCC(=O)Nc3cc(S(=O)(=O)N4CCOCC4)ccc3Cl)nc2n1` gave PAFAH1B2 inh -0.8.
Cc1ccc(S(=O)(=O)N2CCN(C(=O)CCNC(=O)c3ccccc3Cl)CC2)cc1 was read as PAFAH1B2 inh 2.0.
Screening N#Cc1c(N2CCN(c3ccc(F)cc3)CC2)nc(N)c2c(N)nc3c(c12)CC(=O)N3C1CC1 returned PAFAH1B2 inh 4.9.
For O=[N+]([O-])c1cccc(C=NN=C2c3ccccc3-c3ccccc32)c1 the results were PAFAH1B2 inh 0.9.
For CCOc1ccc(S(=O)(=O)N2CCN(C(=O)c3ccc(Cl)c(S(=O)(=O)N4CCOCC4)c3)CC2)cc1 the results were PAFAH1B2 inh 0.7.
`O=c1[nH]c(=O)n(C2OC(CO)C(O)C2O)cc1N1CCOCC1` (centres undefined) gave PAFAH1B2 inh 5.3.
O=C(Nc1ccc2oc(=O)c(C(=O)O)cc2c1)Oc1ccccc1 was read as PAFAH1B2 inh 6.2.
`Cc1ccc2nc3c(cc(C(=O)NCc4ccccc4)c(=N)n3CCCn3ccnc3)c(=O)n2c1` gave PAFAH1B2 inh 3.7.
For COc1cccc(CN(C)CCCn2ccc(NC(=O)OCc3ccccc3)nc2=O)c1 the results were PAFAH1B2 inh 15.9.
NS(=O)(=O)c1cccc(NC(=O)CSc2nc3ccccc3c(=O)n2CC2CCCO2)c1 (centres undefined) was read as PAFAH1B2 inh 4.8.
Screening Cc1cccc(NC(=O)CN(C)C(C)C(=O)Nc2ccc(S(=O)(=O)N3CCCC3)cc2)c1C (centres undefined) returned PAFAH1B2 inh -4.6.
N#CCCn1nc2c(c1N)CCC2 was read as PAFAH1B2 inh 4.5.
`Cc1c(N=Nc2c(-c3ccc([N+](=O)[O-])cc3)[nH]n(C(N)=S)c2=O)cccc1[N+](=O)[O-]` gave PAFAH1B2 inh 14.9.
`O=C(N/N=C/c1ccncc1)c1cccc(S(=O)(=O)N2CCCC2)c1` gave PAFAH1B2 inh 3.0.
`CCOCc1c(C(=O)N2CCN(CC(=O)Nc3ccc(F)cc3)CC2)oc2ccccc12` gave PAFAH1B2 inh -6.3.
For CCCn1c(N)c(C(=O)CSc2nnc3ccccn23)c(=O)n(C)c1=O the results were PAFAH1B2 inh 3.3.
`CCOC(=O)C(CO)NC(=O)C1(NC(C)=O)CCCC1` (centres undefined) gave PAFAH1B2 inh 4.5.
Screening COc1cc(C=CC(=O)c2cc(OC)c(OC)c(OC)c2)cc(OC)c1OC returned PAFAH1B2 inh -0.3.
O=S1(=O)CCN(c2ccccc2CC(c2c[nH]c3ccccc23)c2c[nH]c3ccccc23)CC1 was read as PAFAH1B2 inh 4.4.
For CCc1ccccc1NC(=S)N1CCCCCC1 the results were PAFAH1B2 inh -3.3.
Screening CNC(=O)c1sc(N2N=C3/C(=C\c4ccccc4)CCCC3C2c2ccccc2)nc1C (centres undefined) returned PAFAH1B2 inh 0.8.
Screening COc1ccc(CNC(=O)CN2C(=O)NC(c3ccccc3)(c3ccccc3)C2=O)cc1OC returned PAFAH1B2 inh 1.0.
Screening O=C(Oc1cccc2c(O)cccc12)c1ccco1 returned PAFAH1B2 inh -1.4.
O=C(Cc1ccc(NC(=O)C2CCCN(C(=O)C3CCCC3)C2)cc1)Nc1cccc(C(=O)N2CCCCC2)c1 (centres undefined) was read as PAFAH1B2 inh 0.4.
Screening Cc1cccc(N2CCN(C(=O)CN3C(=O)NC(C)(C4CC4)C3=O)CC2)c1C (centres undefined) returned PAFAH1B2 inh 1.0.
Screening COc1ccc(S(=O)(=O)NCC2(N3CCOCC3)CCCCC2)cc1OC returned PAFAH1B2 inh 4.7.
Screening COc1cc(/C=C/C(=O)Nc2ccc(S(=O)(=O)Nc3ncccn3)cc2)ccc1OCC#N returned PAFAH1B2 inh -3.6.

Pulled one by one from the list above, 6 records:
`CCOC(=O)C(CO)NC(=O)C1(NC(C)=O)CCCC1` (centres undefined) gave PAFAH1B2 inh 4.5.
COc1cc2c(cc1NC(=O)C(F)(F)F)-c1ccc(NC(=O)C(F)(F)F)cc1C2 was read as PAFAH1B2 inh 5.2.
Screening Cc1cccc(N2CCN(C(=O)CN3C(=O)NC(C)(C4CC4)C3=O)CC2)c1C (centres undefined) returned PAFAH1B2 inh 1.0.
`COc1cc(OC)cc(C(=O)OCC(=O)Nc2nnc(-c3ccccc3)o2)c1` gave PAFAH1B2 inh 13.3.
`CC(C)C(Cl)=NOC(=O)Nc1ccc(S(N)(=O)=O)cc1` gave PAFAH1B2 inh 7.8.
O=C(O)c1ccc(C=NNC(=O)c2cccc3ccccc23)cc1 was read as PAFAH1B2 inh 1.5.

Continuation:
`O=C(COC(=O)CC1SC(N2CCCC2)=NC1=O)Nc1ccc(Br)cc1` (centres undefined) gave PAFAH1B2 inh 1.6.
`CCCN(CC(=O)Nc1ccc(F)c(F)c1F)C(=O)Cc1ccc(OC)c(S(=O)(=O)N2CCOCC2)c1` gave PAFAH1B2 inh 3.0.
CCOC(=O)c1c(NC(=O)CN2CCN(S(=O)(=O)c3cc(Cl)ccc3Cl)CC2)sc(C(=O)N(C)C)c1C was read as PAFAH1B2 inh 0.6.
For CCOc1nc(OCC)c2[nH]c(C(=O)O)c(Br)c2n1 the results were PAFAH1B2 inh 2.5.
For COP(=O)(OC)C(Nc1ccc(C)cc1)c1ccc(Br)cc1 (centres undefined) the results were PAFAH1B2 inh 3.6.
O=Nc1nc2ncccn2c1-c1ccccc1 was read as PAFAH1B2 inh 2.1.
`Cc1cccn2c(=O)c3cc(C(=O)NCc4ccccc4)c(=N)n(CCCN4CCOCC4)c3nc12` gave PAFAH1B2 inh 3.9.
O=C1COc2ccc(C(=O)COC(=O)Cc3c(F)cccc3Cl)cc2N1 was read as PAFAH1B2 inh 3.4.
O=[N+]([O-])c1ccccc1C=CC=NN=Cc1ccccc1O was read as PAFAH1B2 inh 0.2.
O=C(O)C1CCC(C(=O)O)SS1 (centres undefined) was read as PAFAH1B2 inh 0.1.
CCNc1ncnc2c1cnn2C1CCCO1 (centres undefined) was read as PAFAH1B2 inh 1.5.
For COC(=O)c1nn(C)c(=O)[nH]c1=O the results were PAFAH1B2 inh 6.7.
Screening CCc1c(N)nc(N)nc1Nc1ccc(C)c(C)c1 returned PAFAH1B2 inh -2.5.
`CC1OC1c1ccc(-c2ccc(C3OC3C)cc2)cc1` (centres undefined) gave PAFAH1B2 inh 3.4.
Screening Clc1ccc(-c2nnc(-c3ccc4ccccc4c3)o2)cc1 returned PAFAH1B2 inh 3.0.
CC1C(=O)C(C)C(c2cc(Br)ccc2O)NC1c1cc(Br)ccc1O (centres undefined) was read as PAFAH1B2 inh 4.4.
CCC1=C(c2ccc(OC)cc2)CCC(C(=O)O)C1C (centres undefined) was read as PAFAH1B2 inh 5.8.
For COc1cc(C(=O)NNC(=O)COc2ccc(Br)cc2)ccc1OCC(=O)N1CCOCC1 the results were PAFAH1B2 inh 6.0.
For Cc1ccc2c(c1C)C(=O)C(=O)N2 the results were PAFAH1B2 inh 1.3.
OCC1OCOC2C(CO)OCOC12 (centres undefined) was read as PAFAH1B2 inh -1.6.
Screening CCOC(=O)c1c(N/C=C(\C#N)c2nc(-c3ccc(OC(C)=O)cc3)cs2)sc2c1CCC2 returned PAFAH1B2 inh -0.7.
Cc1cccn2c(=O)c3cc(C#N)c(=N)n(Cc4cccnc4)c3nc12 was read as PAFAH1B2 inh 0.2.
`Clc1ccccc1CSc1cnnc2ccccc12` gave PAFAH1B2 inh 3.7.
Screening O=C(COc1ccccc1Cl)Nc1ccc2[nH]c(=O)[nH]c2c1 returned PAFAH1B2 inh 7.1.
`CC#Cc1cc2c(cc1O)CCC1C2CCC2(C)C(O)CCC12` (centres undefined) gave PAFAH1B2 inh 1.1.
Screening N#Cc1ccccc1S(=O)(=O)N1CCN(C(=O)CCNS(=O)(=O)c2ccc(Cl)cc2)CC1 returned PAFAH1B2 inh 7.4.
Screening C=CC[C@H]1C=C[C@@H](C(C(=O)OC)C(=O)OC)CN1C(C)=O returned PAFAH1B2 inh 2.8.
CC[C@]12C(=O)N(C)C[C@H]([C@@H]3C(=O)N(C)C(=O)[C@@H]31)N2C(=O)c1ccc(C(C)(C)C)cc1 was read as PAFAH1B2 inh 2.9.
Screening Cc1cc(O)cc2c1C1CCC3(C)C(=O)CCC3C1C=C2 (centres undefined) returned PAFAH1B2 inh 8.6.
For COc1cc(C(=O)OCc2csc(CC(=O)Nc3ccccc3C)n2)ccc1OCC(C)C the results were PAFAH1B2 inh 2.2.
`COc1cc(NCCCNC(C)C)c2nccc(C)c2c1` gave PAFAH1B2 inh 12.5.
Screening CCCCCCCCCCCCCCCC(=O)Nc1ccn(C2OC(CO)C(O)C2O)c(=O)n1 (centres undefined) returned PAFAH1B2 inh 2.3.
COc1ccc(CCN2CC(C(=O)N(C)CC(=O)Nc3ccc(Cl)c(C(F)(F)F)c3)CC2=O)cc1OC (centres undefined) was read as PAFAH1B2 inh -1.3.
Screening O=C1CCCc2cc3c(ccc4ccccc43)cc21 returned PAFAH1B2 inh 0.4.
`Nc1nccc(NCCSCc2ccccc2)n1` gave PAFAH1B2 inh 6.0.
Screening COC(=O)c1sc2[nH]c(=S)n(N)c(=O)c2c1C returned PAFAH1B2 inh 2.8.
For O=C(CCCN1C(=O)NC2(CCCC2)C1=O)Nc1cccc(S(=O)(=O)N2CCOCC2)c1 the results were PAFAH1B2 inh 1.4.
CC1CC2OC2CC1COC(=O)C1CC2OC2CC1C (centres undefined) was read as PAFAH1B2 inh -1.6.

Screens (PubChem BioAssay)

Some of the compounds tested; count on the stated rates, not on these rows.
